# DNA FID counter = displaces DNA intercalator in HCV helicase counter-screen. DNA fluorescent intercalator displacement, fluorescence. inhibition, % at 7.9 µM. 290,000 tested, 0.17% active; in the data active = inhibition above about 37%;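 note: 0% = vehicle and 100% = reference compound; higher means more ethidium bromide displaced from hairpin DNA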
# VIM-2 inh = inhibitors of Pseudomonas aeruginosa VIM-2 metallo-beta-lactamase; purified VIM-2, nitrocefin hydrolysis, epi-absorbance fluorescence; inhibition, % at 5.6 µM; 290,000 tested, 0.89% active; AID 1527;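 active = inhibition above the mean of all tested compounds plus 3 SD, cutoff set per screening run, cut at about 7.5% in these data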;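 note: red hydrolysis product quenches plate fluorescence so inhibitors raise well fluorescence; 0% = enzyme with DMSO and 100% = DMSO without enzyme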
# V1aR counter = activates human V1a receptor in oxytocin agonist counter-screen; P37288; CHO-V1R cells, Fluo-8 calcium fluorescence, agonist mode; 0% DMSO, 100% 3 nM vasopressin; activation, % at 3 µM; 320,000 tested, 0.25% active; AID 2797;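 active = activation above the mean activation of all tested compounds plus 3 SD, per screening run, cut at about 20% in these data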;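 note: signal is peak over basal fluorescence ratio across a 100 second FLIPR read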
# OXTR ag = human OXTR agonism | P30559 | CHO-OTR cells, Fluo-8 calcium fluorescence; normalized: DMSO 0%, oxytocin 100% | activation, % at 3 µM | 320,000 tested, 0.32% active | AID 2435;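 active = activation above the mean of all tested compounds plus 3 SD, cutoff set per screening run, cut at about 20% in these data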;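 note: peak over basal fluorescence ratio from a 100 s FLIPR kinetic read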
# IMP-1 inhibitor = blocks Pseudomonas aeruginosa IMP-1 metallo-beta-lactamase | purified IMP-1, nitrocefin hydrolysis, epi-absorbance fluorescence | inhibition, % at 5.6 µM | 290,000 tested, 0.45% active;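 active = inhibition above the mean plus 3 SD of all compounds in the same screening run, cut at about 4.5% in these data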;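 note: 0% = IMP-1 with DMSO and 100% = DMSO wells lacking enzyme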
#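 Assay system: purified IMP-1; Quantity: IMP-1 0.2 nM before substrate addition; Medium: HEPES buffer pH 7.1 with ZnSO4 and Brij 35; Incubation: 15 min enzyme–compound preincubation, then 25 min nitrocefin reaction, 25 °C; Signal: fluorescence quenching readout, ex 480/em 530 nm; Controls: DMSO with and without IMP-1; Repeats: singlicate testing.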
# NS3 helicase inh = inhibitors of Hepatitis C virus NS3 helicase. NS3 helicase DNA unwinding, Cy5 molecular beacon fluorescence. inhibition, % at 10.9 µM. 290,000 tested, 0.56% active. AID 1800;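 active = inhibition above the mean of all tested compounds plus 3 SD, set per campaign, cut at about 35% in these data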;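 note: 0% = DMSO wells and 100% = thioflavine S control wells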
#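 Assay system – hepatitis C virus NS3 helicase domain fragment enzyme · Buffer or medium – MOPS pH 6.5, MgCl2, DTT, Tween20, BSA · Reagent – Cy5/quencher beacon DNA duplex and ATP to start · Compound – single 10.9 µM dose · Timing – 1 h at 25 °C · Technique – Cy5 beacon fluorescence read at start and 1 h · Measure – % inhibition of unwinding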
# PHOSPHO1 inh = inhibitors of human PHOSPHO1 phosphatase; Q8TCT1; recombinant PHOSPHO1, absorbance phosphatase assay; inhibition, % at 13.3 µM; 290,000 tested, 1.1% active; in the data active = inhibition above about 60%
# Target sequence (Q8TCT1 whole entry, looked up): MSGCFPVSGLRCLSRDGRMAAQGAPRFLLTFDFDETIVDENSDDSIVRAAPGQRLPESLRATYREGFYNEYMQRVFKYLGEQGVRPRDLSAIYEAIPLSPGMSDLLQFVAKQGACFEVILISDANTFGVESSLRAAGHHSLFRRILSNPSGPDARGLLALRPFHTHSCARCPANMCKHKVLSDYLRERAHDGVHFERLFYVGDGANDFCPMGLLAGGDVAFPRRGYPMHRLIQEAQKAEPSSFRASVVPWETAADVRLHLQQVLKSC
# GPR7 antag = human neuropeptides B/W receptor 1 antagonism; P48145; GPR7-expressing cells, fluorescence antagonist assay; inhibition, % at 4.4 µM; 290,000 tested, 1.1% active; AID 1861; in the data active = inhibition above about 16%, passing the limit was not always enough;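 note: cells stimulated with the agonist NPW; 0% = agonist with vehicle and 100% = vehicle without agonist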
# Target sequence (P48145 whole entry, looked up): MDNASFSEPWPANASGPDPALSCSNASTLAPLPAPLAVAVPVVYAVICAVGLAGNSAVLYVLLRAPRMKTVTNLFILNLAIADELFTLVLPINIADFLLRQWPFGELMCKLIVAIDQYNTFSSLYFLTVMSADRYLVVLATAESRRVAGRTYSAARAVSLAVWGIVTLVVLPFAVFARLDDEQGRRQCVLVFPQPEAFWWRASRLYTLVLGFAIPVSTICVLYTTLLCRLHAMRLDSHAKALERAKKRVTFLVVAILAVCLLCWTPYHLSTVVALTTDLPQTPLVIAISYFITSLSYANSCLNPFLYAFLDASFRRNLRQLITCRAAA
# GalR3 antagonist = human GalR3 antagonism; O60755; AID 651719; inhibition, % at 3 µM; 360,000 tested, 0.44% active; HEK293 GalR3-CNG cAMP membrane potential fluorescence; galR3 body fused to GalR1 C-terminus;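 active = inhibition above the screen-wide average plus 3 SD, cut at about 13% in these data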;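 note: forskolin and galanin both at EC90 stimulate the cells; cAMP rise reported by CNG channel membrane potential dye signal; 0% = forskolin plus galanin with DMSO and 100% = forskolin alone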
# Target sequence (O60755 1-299 limits assumed): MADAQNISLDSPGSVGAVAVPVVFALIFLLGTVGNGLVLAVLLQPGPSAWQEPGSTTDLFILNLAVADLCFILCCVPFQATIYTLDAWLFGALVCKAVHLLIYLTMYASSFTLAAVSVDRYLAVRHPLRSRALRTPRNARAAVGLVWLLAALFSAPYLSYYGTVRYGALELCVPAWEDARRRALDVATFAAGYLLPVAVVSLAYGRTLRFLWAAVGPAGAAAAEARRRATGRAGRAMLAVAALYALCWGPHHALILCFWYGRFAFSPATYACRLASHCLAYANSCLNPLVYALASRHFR
# Starred values were filed as active, the others as inactive; . = no result given.
Compound	DNA FID counter	VIM-2 inh	V1aR counter	OXTR ag	IMP-1 inhibitor	NS3 helicase inh	PHOSPHO1 inh	GPR7 antag	GalR3 antagonist
Cc1nc2nc(SCC(=O)N3CCOCC3)nn2c(C)c1Cc1c(F)cccc1Cl	-38	-0.6	-0.2	0.2	-2.4	4	7	1	-5
CC(C)(C)C(=O)CNS(=O)(=O)c1ccc(S(=O)(=O)NC2CC2)cc1	-7	-1.3	2.6	2.9	-4.5	9	14	-7	-7
CC1CCC(Nc2nnnn2-c2ccccc2)CC1 (stereo unspecified)	-9	-4.2	2.6	6.2	-4.2	-3	41	9	-9
COc1cc(CN(C)Cc2cc(=O)n3ccsc3n2)ccc1OC(F)F	1	-0.7	6.0	3.7	-1.7	0	20	-9	4
CCOc1cc(/C=C/c2nc3ccccc3c(=O)[nH]2)ccc1O	-14	-2.9	1.0	-1.1	-4.7	18	1	-15	-9
COc1ccc(-n2c(=S)[nH]c3ccccc3c2=S)cc1	2	14*	-0.4	0.9	-2.3	18	28	9	-9
COc1ccccc1-c1cn[nH]c1-c1ccc(OCC(=O)NN)cc1O	-23	-4.2	1.2	2.0	-1.7	21	.	-8	-9
C=CCOC(=O)C1=C(C)N(C)C(=O)NC1c1cc2c(cc1Br)OCO2 (stereo unspecified)	-14	-0.5	-1.3	-3.3	-0.6	-1	-20	2	-5
COc1ccccc1NC(=O)CSc1nnc(C)s1	-4	-4.1	.	.	-1.3	2	22	-8	-8
CCc1ccccc1NC(=O)c1cccc(N2C(=O)C3C4CCC(C4)C3C2=O)c1 (stereo unspecified)	-10	1.4	7.5	3.7	-2.0	19	43	15	-3
O=C(COc1ccccc1Cl)Nc1cc(Cl)ccc1Oc1ccccc1	1	-1.1	0.3	0.3	-2.9	-2	-8	-8	1
CCOC(=O)c1cc(C)sc1NC(=O)CSC1=NCCS1	-22	-1.7	-1.4	-1.6	-0.6	-5	.	-28	1

# Nothing new here: two of the compounds above.
Compound	DNA FID counter	VIM-2 inh	V1aR counter	OXTR ag	IMP-1 inhibitor	NS3 helicase inh	PHOSPHO1 inh	GPR7 antag	GalR3 antagonist
O=C(COc1ccccc1Cl)Nc1cc(Cl)ccc1Oc1ccccc1	1	-1.1	0.3	0.3	-2.9	-2	-8	-8	1
CCOC(=O)c1cc(C)sc1NC(=O)CSC1=NCCS1	-22	-1.7	-1.4	-1.6	-0.6	-5	.	-28	1

# (next part)
Compound	DNA FID counter	VIM-2 inh	V1aR counter	OXTR ag	IMP-1 inhibitor	NS3 helicase inh	PHOSPHO1 inh	GPR7 antag	GalR3 antagonist
Cc1ccc(CCNS(=O)(=O)c2ccc3c(c2)NC(=O)C(C)C(=O)N3)cc1 (stereo unspecified)	-13	-2.1	-0.2	1.5	-2.9	7	2	-7	.
Cc1nc(N=C(N)N)nc2ccccc12	3	0.2	0.0	0.0	-0.9	4	32	2	-5
O=C(/C(=C/c1ccc(Cl)cc1)c1nc2ccccc2[nH]1)c1ccccc1	-1	-1.2	0.1	-1.7	-2.2	-10	42	-2	-3
S=C(NCc1ccccc1Cl)NC1CCCC1	-4	-2.4	3.3	-0.3	-2.9	-4	13	21*	-2
COC(=O)C(NC(=O)c1ccco1)(Nc1nc(C2CC2)cs1)C(F)(F)F (stereo unspecified)	-10	-2.2	-0.1	-2.4	-0.4	10	-8	-2	-2
Cc1ccc(NS(=O)(=O)c2ccc3c(c2)NC(=O)CCS3)c(Br)c1	-36	-3.1	15	9.5	-2.7	-8	65*	-10	0
O=C(Oc1ccccc1-c1csnn1)c1cccs1	-5	-1.1	-0.9	-2.1	-3.0	-2	36	-1	-3
Cc1cc(C(=O)Cn2nc(C(=O)O)c3ccccc3c2=O)c(C)n1-c1ccc(F)cc1	-13	1.3	0.3	-2.5	2.2	-15	0	15	-4
O=C(O)c1ccc(COc2ccc3ccccc3c2/C=C2/NC(=O)N(c3ccccc3)C2=O)cc1	-26	-2.6	-1.0	-0.1	-4.2	-6	-10	-11	-2
Nc1ncnc(Nc2cccc(F)c2)n1	-1	-1.6	0.6	-0.8	-1.3	8	46	-1	-2
O=C(Nc1ccc2c(c1)Cc1ccccc1-2)c1ccc(Br)o1	-4	-0.6	1.4	0.5	-2.5	-15	-8	-11	-2
Cc1ccc(/C(O)=C2\C(=O)C(=O)N(C)C2c2ccc(Br)cc2)cc1 (stereo unspecified)	-39	-1.0	0.4	0.6	-3.4	9	39	-7	-4
O=C(Nc1ccc2sccc2c1)c1cccc(N2C(=O)CCC2=O)c1	-3	-1.6	-0.2	0.4	-4.6	1	13	-5	-5
Cn1c(CNC(=O)C2CCC(=O)N(CCc3cccc(F)c3)C2)nc2ccccc21 (stereo unspecified)	-19	-0.8	-0.3	-0.8	-3.2	10	29	1	-3
C=CCNC(=O)COC(=O)CCC(=O)c1cccs1	0	-1.7	-0.9	-0.6	-1.6	-5	32	-1	0
CCCn1c(CCC(=O)O)ccc1-c1cccs1	-16	-0.8	1.1	-0.3	-2.0	16	27	-14	-1
O=C(COc1ccccc1)NC(NC(=S)Nc1ccccc1C(=O)O)C(Cl)(Cl)Cl (stereo unspecified)	-18	0.3	1.2	0.3	-1.7	17	8	-9	-2
O=C(CCCOc1ccccc1)N1CCCc2ccccc21	-15	-2.4	-0.9	-1.7	-0.8	-8	-20	9	-5
CN1CC2(C(=O)c3ccccc3)CN(C)CC(C(=O)c3ccccc3)(C1)C2	9	-1.9	0.3	0.5	-1.8	-4	23	-12	-4
Cc1cc2c(c(=O)n1CCN(C)C)C(c1ccc(Br)cc1)C(C#N)=C(N)O2 (stereo unspecified)	2	0.8	0.6	0.8	0.2	1	9	1	-4
O=C(NCc1ccc(Cl)cc1)c1ncn[nH]1	-2	0.2	0.3	0.6	-1.6	-3	73*	-12	-5
O=C(CC1C(=O)NCCN1Cc1ccc(F)c(F)c1)NCCn1cccn1 (stereo unspecified)	-4	-1.8	0.1	1.1	-1.5	2	24	4	-6
O=C(c1ccco1)N1CCN(C(=O)c2cccc3c2C(=O)N(Cc2cccnc2)C3)CC1	-8	1.4	1.0	0.1	-6.0	-7	9	-16	.
Cc1cccc(-n2nnc(C(=O)NCc3ccccc3)c2N)c1	-15	-0.4	3.0	-1.1	-7.0	12	-7	-5	-4
CCCCOc1ccc(-c2nnn(CC(=O)NCCc3c[nH]c4ccccc34)n2)cc1	-14	0.3	3.2	4.1	-2.9	-10	41	-18	-5
COc1ccc(CCNC(=O)C(=O)NCC2OCCN2S(=O)(=O)c2cc(F)ccc2F)cc1 (stereo unspecified)	-30	-4.6	3.4	3.4	-4.4	19	-11	-7	.
O=C(CNS(=O)(=O)c1cccc2nsnc12)NC1CCCCC1	1	0.2	-0.2	-1.5	-0.6	-7	24	-11	-4
N#Cc1nc(-c2ccc(F)cc2)oc1N1CCN(C(=O)c2ccco2)CC1	-30	-1.9	-0.1	-0.1	-2.6	0	0	-17	1
CCOC(=O)C1CCCc2c1[nH]c1ccc(Cl)cc21 (stereo unspecified)	10	0.4	1.1	-2.4	0.2	-8	12	-4	1
COc1ccc(CNC(=O)c2cccs2)cc1	-3	-2.5	0.0	-1.2	0.0	-5	-11	-4	-5
Cc1ccc(O)c(NC(=O)c2cc3nc4c(c(C(F)(F)F)n3n2)CCc2ccccc2-4)c1	2	-0.9	0.0	-0.7	-2.0	-7	23	-10	-2
Cc1nc2cc(-c3ccc(Br)cc3)[nH]n2c(=O)c1Cl	-1	-0.6	.	.	-3.3	7	29	-14	-7
COc1ccc(CNC(=O)C(NC(C)=O)C(=O)Nc2ccc(OC)cc2)cc1 (stereo unspecified)	-4	-2.7	-0.5	0.1	-3.4	4	15	-2	0
NC(=O)CCSC(=S)N1CCOCC1	0	-2.9	-0.2	1.2	-2.7	7	53	-8	-4
Cc1ccccc1CN(C)CC(=O)Nc1ccccc1Oc1ccccc1	-5	-0.6	1.3	-0.4	-1.3	-11	-5	-11	-5
COc1ccc(CNC(=O)CN(Cc2ccc(OC)cc2)C(=O)CCC(=O)Nc2ccccn2)cc1	-39	-2.8	1.3	0.9	0.0	2	42	-12	-5
COc1ccc(OC)c(-n2cnc3cc(C(=O)NCCCN4CCOCC4)ccc32)c1	4	3.9	0.0	-0.2	-1.9	-12	-5	-12	.
COC(=O)c1cc(Nc2cc(C)nc3ncnn23)cc(C(=O)OC)c1	-8	15*	0.0	-0.1	-3.0	1	-1	-9	-1
O=C1c2ccccc2C(=O)N1CCCc1c[nH]c2ccc(Cl)cc12	2	-1.7	0.1	-0.6	-3.4	1	-14	-6	-10
O=C(CCN1CCc2ccccc21)c1ccc2c(c1)OCCO2	-8	0.5	7.0	8.4	-1.4	2	-7	8	-6
CC(=O)N1CCN(S(=O)(=O)c2cccc(C(=O)OCN3C(=O)c4ccccc4C3=O)c2)CC1	-28	0.1	1.0	1.6	-0.5	0	28	-16	-8
Cc1ccc(C(=O)NC2CCS(=O)(=O)C2)cc1S(=O)(=O)N1CCCC1 (stereo unspecified)	-9	-2.5	1.0	1.9	-1.6	4	27	-15	-3
Cc1cc(C)c(NC(=O)C2CSCCS2)c(C)c1 (stereo unspecified)	2	1.0	0.8	-0.2	1.3	-1	-7	7	-4
O=c1c2ccccc2c(C=NC2CCN(Cc3ccccc3)CC2)c(O)n1Cc1ccc2c(c1)OCO2	4	-1.9	-0.7	1.0	-2.5	-51	32	-4	9
S=C(NCCCc1ccccc1)Nc1ccc(Cl)cc1	-5	-3.5	6.3	5.6	-4.2	-11	-9	7	0
CN(C)S(=O)(=O)c1cccc(C(=O)Nc2ccccc2)c1	0	0.3	0.6	1.0	0.5	-4	23	-9	-2
COCCn1c(CN2CCN(C)CC2)nc2c1c(=O)n(C)c(=O)n2C	-2	-1.9	.	.	-2.3	-4	-5	-14	.
CCCN1C(=O)/C(=C/c2c(NCCCOC(C)C)nc3c(C)cccn3c2=O)SC1=S	-7	-4.5	4.3	4.9	-1.5	-2	30	-8	.
CCC(C)c1ccc(OCC(=O)Nc2ccc(Cl)cn2)cc1 (stereo unspecified)	-6	-2.9	-1.1	-0.4	-1.6	1	13	-13	-3
CCOc1ccccc1NC(=O)C1=C(C)NC(=O)NC1c1cccc(OC)c1OC (stereo unspecified)	-10	-0.9	0.1	0.2	-2.2	-2	62*	-2	0
Cc1ccc(-c2nn(-c3ccccc3)cc2C(=O)Nc2ccc(C(=O)O)cc2)cc1	-34	-0.8	2.1	2.5	-1.0	-7	18	-17	0
Cc1ccc2cc(C)c(SCC#N)nc2c1	-6	2.8	-0.8	-2.2	-0.1	0	-12	-11	-1
CCOc1ccc(C(=O)Nc2ccc(CN3CCOCC3)cc2)cc1Cl	-2	-1.4	.	.	-0.9	-17	15	-22	-9
Cc1cc(O)c(C(C)C)cc1N=Cc1cc([N+](=O)[O-])ccc1O	2	0.0	2.8	2.8	3.5	12	42	10	-8
